# PI4K2A block: inhibitors of human PI4K2A; Q9BTU6; purified PI4K2A, ADP-Glo luminescence, 1 h; active compounds read low; activity change, negative = inhibition, % at 76.9 µM; actives 0.13% (n = 420,000); AID 1346378; in the data active = activity change below about -50%; inconclusive = mostly about -30% to -49%;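 also: -100% = wells without enzyme as full effect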
#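 ADP-Glo luminescence measured ADP generated by PI4K2A enzyme (4 ug/mL before mixing) with 1.2 mM PI substrate (pre-mix) and 300 microM ATP (pre-mix). Tris pH7.5 buffer with MgCl2, Triton X-100; 1 h reaction at ambient temperature.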
# Vif-A3F inh: blocks the Vif interaction with APOBEC3F; HeLa A3F-eYFP + Vif (tagged APOBEC3F with the HIV-1 protein that degrades it), YFP fluorescence increase; actives 0.2% (n = 390,000); Potency, µM (titrated, usually from 46.1 µM), without a hit: at the top dose activity, negative = active; also: potency is read from the fitted curve at half-maximal effect; % of control where 0% means no effect; nearly all actives have a fitted effect of over 65% in size
#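 HeLa cells stably expressing A3F-eYFP plus Vif, plated and incubated overnight at 37 deg C, then exposed to compounds overnight at 37 deg C. Blocked degradation read as raised yellow fluorescence (Ex 488/Em 500-530).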
# RXFP1 ag: agonists of human relaxin receptor RXFP1 | Q9HBX9 | AID 2676 | Potency, µM (highest dose often 57.5 µM), inactives show at the top dose activation, hits mostly activators | HEK293T-RXFP1 cAMP TR-FRET, 30 min; response scale: percent of porcine relaxin response, buffer zero | actives 0.3% (n = 370,000); also: potency is read from the fitted curve at half-maximal effect; % is scaled to controls: 0 for no effect and ±100 for the full control effect; nearly all actives have a fitted effect of over 60% in size; many of its hits are not listed in these tables
# Target sequence (Q9HBX9 whole entry, looked up): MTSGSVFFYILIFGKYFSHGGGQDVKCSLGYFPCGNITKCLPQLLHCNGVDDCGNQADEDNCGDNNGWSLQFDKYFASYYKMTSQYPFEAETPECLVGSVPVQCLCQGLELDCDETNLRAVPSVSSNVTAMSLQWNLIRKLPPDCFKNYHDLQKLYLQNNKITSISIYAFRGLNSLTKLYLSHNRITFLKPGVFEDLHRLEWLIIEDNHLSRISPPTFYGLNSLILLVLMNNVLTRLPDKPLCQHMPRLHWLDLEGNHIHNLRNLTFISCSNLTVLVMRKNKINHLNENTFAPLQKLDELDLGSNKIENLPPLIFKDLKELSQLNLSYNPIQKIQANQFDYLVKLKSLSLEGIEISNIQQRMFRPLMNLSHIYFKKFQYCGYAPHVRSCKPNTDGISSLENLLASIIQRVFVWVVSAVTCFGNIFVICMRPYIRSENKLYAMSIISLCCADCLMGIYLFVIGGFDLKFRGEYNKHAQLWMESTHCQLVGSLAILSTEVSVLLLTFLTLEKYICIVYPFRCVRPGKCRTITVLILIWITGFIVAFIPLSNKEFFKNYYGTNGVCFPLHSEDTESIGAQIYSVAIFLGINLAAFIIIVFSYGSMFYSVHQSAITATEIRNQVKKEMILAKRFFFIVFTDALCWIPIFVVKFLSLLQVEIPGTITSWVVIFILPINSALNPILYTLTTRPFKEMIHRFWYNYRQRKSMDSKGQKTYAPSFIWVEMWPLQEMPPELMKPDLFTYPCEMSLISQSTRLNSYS
#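 Agonist response is measured as cAMP accumulation in an RXFP1-transfected HEK293T line under PDE4 inhibition. Values are scaled between buffer-only and 29 nM porcine relaxin, and EC50s come from standard Hill equation fits.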
# IDH1 R132H inh: inhibitors of human mutant IDH1 R132H; O75874; IDH1-R132H enzyme, NADPH consumption, diaphorase/resazurin fluorescence; Potency, µM (titrated, usually from 76.6 µM), for inactives: at the highest dose activity change, negative = inhibition, hits mostly inhibitors; actives 0.093% (n = 390,000); AID 602179; also: potency is read from the fitted curve at half-maximal effect; % is scaled to controls: 0 for no effect and ±100 for the full control effect; nearly all actives have a fitted effect of over 65% in size
#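 IDH1-R132H (0.5 ug/mL dispensed) in pH 7.5 Tris buffer was preincubated 30 min with compound, then given a substrate mix of 0.016 mM NADPH and 2 mM alpha-KG for 80 min at room temperature; remaining NADPH was read by diaphorase/resazurin fluorescence.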
# TrxR1 substrate: rat thioredoxin reductase 1 substrate activity. purified TrxR1 substrate turnover, NADPH consumption readout. actives 0.01% (n = 390,000). Potency, µM (highest dose often 114 µM), inactives show at the highest dose activity change, negative = substrate turnover; also: potency is read from the fitted curve at half-maximal effect; % is scaled to controls: 0 for no effect and ±100 for the full control effect; nearly all actives have a fitted effect of over 50% in size
#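 Rat TrxR1, dispensed at 90 nM, was prereduced with 400 uM NADPH (final) for 5 min at ~22 deg C, then incubated with compound 15 min before 400 uM selenite. A first-read NADPH fluorescence drop versus no-compound background flagged substrates.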
# LDHA inh: blocks human lactate dehydrogenase A | P00338 | purified LDHA, NADH/diaphorase-resazurin fluorescence; active compounds read low | activity change, % (values are at about 110 or 230 µM) | actives 0.15% (n = 480,000) | AID 1347041; in the data active = activity change below about -30%; inconclusive = mostly about -25% to -30%;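 also: plate controls were DMSO wells for no effect and wells without enzyme for full effect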
#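 LDH5 2 nM; NADH 0.06 mM, pyruvate 0.2 mM; 200 mM Tris pH 7.4, EDTA, Tween-20; 5 min RT. Detection: diaphorase 0.133 mg/mL + resazurin 37 µM, fluorescence ex540/em590 at 0 and 20 min; normalized to enzyme-free and DMSO wells.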
# Vif-APOBEC3G blk: Vif-A3G binding inhibition; Q9HC16; HeLa A3G-eYFP + Vif (tagged APOBEC3G with the HIV-1 protein that degrades it), YFP fluorescence, overnight; Potency, µM (titrated, usually from 46.1 µM), for the others: top-dose activity, negative = active, most hits filed as inhibitors; actives 0.076% (n = 410,000);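 also: potency is read from the fitted curve at half-maximal effect; % is scaled to controls: 0 for no effect and ±100 for the full control effect; nearly all actives have a fitted effect of over 60% in size; hits raise eYFP signal because A3G escapes Vif-driven loss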
#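 Read-out is eYFP fluorescence (Ex 488/Em 500-530) from Vif-expressing HeLa A3G-eYFP cells; more signal means A3G escaped Vif-mediated degradation. Cells plated overnight, compound pinned in, incubated overnight at 37 deg C.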
# GRP78 ERSR act: ER stress response induction in glioma | U87-MG GRP78 promoter luciferase reporter, 16 h | Potency, µM, for the others: at the top dose activation, usual class: activators | actives 0.02% (n = 420,000) | AID 602332; also: potency is read from the fitted curve at half-maximal effect; series mostly up to about 76 µM; % of control where 0% means no effect; nearly all actives have a fitted effect of over 35% in size
#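 ERSR induction read as luciferase luminescence (Bright-Glo, 10 min at room temperature) in stably transfected human U87-MG glioma cells exposed to compounds for 16 h, using GRP78 as sensor.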
# USP1 inh: USP1/UAF1 (human) deubiquitinase inhibition. recombinant USP1/UAF1, Ub-Rhodamine cleavage fluorescence. O94782. actives 0.23% (n = 390,000). Potency, µM (highest dose often 57.1 µM), for the others: at the top dose activity change, negative = inhibition, usual class: inhibitors; also: potency is read from the fitted curve at half-maximal effect; % is scaled to controls: 0 for no effect and ±100 for the full control effect; nearly all actives have a fitted effect of over 60% in size; inactives centre near -12
#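 High-throughput fluorogenic screen: 1nM USP1/UAF1 complex, Ub-Rho substrate 150nM final, 50mM HEPES pH 7.8 with 0.5mM EDTA, 0.1 mg/ml BSA, 1mM TCEP and 0.01% Tween-20.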
# * = called active by the depositor; ? = inconclusive; . = not tested or not shown; [ ] = remark or other dose. Unless noted, calls follow the shape of the dose curve; as a rule, active = well fitted curve in the direction sought with a large enough effect; inconclusive = small, poorly fitted or top-dose-only effect, or another doubt; inactive = no such curve, though single readings can be large; an effect the other way counts as inactive or inconclusive. Some of the compounds tested (hit frequency here may not be typical).
SMILES,PI4K2A block,Vif-A3F inh,RXFP1 ag,IDH1 R132H inh,TrxR1 substrate,LDHA inh,Vif-APOBEC3G blk,GRP78 ERSR act,USP1 inh
O/N=C1\CCCc2ccccc21,-4,-25%,-0.3%,5%,7%[11.4 µM],-3,1%,-1%,-8%
O=C(Nc1cc(N2CCOCC2)ncn1)NC1(C(F)(F)F)Oc2ccccc2O1,-7,3%,-0.7%,5%,-3%,11,-27%,?,-4%
Cc1cccc(N2CCN(C(=O)c3ccc(S(=O)(=O)N(C)c4ccccc4)cc3)CC2)c1C,-2,4%,.,2%,-9%[57.1 µM],-1,?,-2%,-7%
O=C(c1ccccc1)N1CCN(c2cc(-c3ccccc3)nc3cc(-c4cccc(Cl)c4)nn23)CC1,4,3%,.,7%,.,-6,-6%,0%,?
Cc1cc(=O)[nH]c(N/N=C/C2=C(N3CCOCC3)C(=C\c3ccc(Cl)cc3)/CC2)n1,7,?,-0.1%,-1%,-8%,3,-10%,-4%,-24%
Cc1ccc(NC(=O)CSc2ccc(S(=O)(=O)N3CCCC3)cn2)cc1F,1,4%,5.2%,0%,6%,-1,4%,-3%,-16%
CC(=O)c1cc(C)ccc1OC(=O)c1ccco1,-7,5%,0.4%,4%,-4%,3,-1%,0%,-5%
O=C(c1ccccc1Br)N1CCN(c2ccc([N+](=O)[O-])c(N3CCOCC3)c2)CC1,10,-1%,0.6%,4%,-6%,-2,0%,-1%,-14%
Cc1ccc(C(=O)NCCCNc2ccc(C(F)(F)F)cc2[N+](=O)[O-])cc1,-4,?,-1.6%,1%,-9%,-1,-6%,-6%,-22%
CCOC(=O)CNC(=O)CCCCCC(=O)NCC(=O)OCC,0,-1%,-1.1%,1%,9%[57.1 µM],-4,-4%,-2%,-2%
Cc1ccc2nc(-c3ccc(NC(=O)COC(=O)c4ccco4)cc3)sc2c1,0,-12%,19%,2%,38%[activator],-6,-17%,-7%,0%
CN(Cc1ccccc1)c1nc2nonc2nc1N1CCCC(CN2CCCC2=O)C1 (configuration not stated),-7,0%,-0.9%,-6%,-8%,-4,0%,0%,10%
CCCCCCCC(=O)N/N=C/c1ccncc1,0,-6%,0.0%,13%,-5%,-3,-1%,-4%,-11%
Cc1ccc(C(=O)N2CCCN(c3nc4cc5c(cc4cc3C#N)OCO5)CC2)cc1,-5,-3%,-3.9%,-6%,95%[activator],1,?,-2%,?
COc1ccc(OC)c(N2C(=O)C(Cl)=C(N3CCOCC3)C2=O)c1,0,7%,-1.3%,1%,-15%,-1,-5%,-4%,-15%
CCOCC(=O)N1CCN(Cc2ccc3c(c2)OCO3)CC1,-16,-5%,1.1%,6%,8%,4,-2%,-4%,-8%
CCn1c(COc2ccc(C)cc2)nnc1SCC(=O)C(C)(C)C,5,2%,0.1%,3%,7%[57.1 µM],-5,-4%,-4%,-8%
CC(C)OCCCN1CN(S(=O)(=O)c2cccc(Cl)c2)c2nc3ccccc3nc21,-4,-22%,2.0%,0%,1%,-6,-13%,-5%,?
CC1CCN(c2nc3c(c(=O)n(C)c(=O)n3C)n2Cc2ccccc2)CC1,-4,-2%,1.6%,10%,11%,0,0%,0%,?
C=CCn1c(Sc2nncn2C)nc2c1c(=O)[nH]c(=O)n2C,2,-14%,0.1%,10%,5%[57.1 µM],-17,3%,1%,-13%
COc1ccccc1CNC(=O)C1CCCN(c2nn3cc(-c4ccc(F)cc4)nc3s2)C1 (configuration not stated),-2,-3%,3.1%,1%,-5%,-2,0%,-6%,-1%
COc1ccc(NC(=O)CN(c2ccc(OC)c(Cl)c2)S(=O)(=O)c2ccccc2)cc1,-3,4%,2.1%,-1%,-3%,-3,-6%,-3%,-11%
O=C1OCCC1Sc1nnc(-c2cccs2)n1Cc1ccccc1 (configuration not stated),-5,1%,-0.2%,5%,9%,-2,-7%,-2%,-10%
COc1ccc(OC)c(C2Nc3c(C)cc(C)cc3-c3cc(C)nn32)c1 (configuration not stated),-4,1%,2.0%,4%,13%,-5,0%,-3%,?
CCC(=O)Nc1nnc(CCc2ccccc2)s1,7,-8%,1.0%,1%,-2%,-4,4%,2%,-4%
Cc1cccc(C(C#N)c2nc3ccccc3nc2C(F)(F)F)c1 (configuration not stated),-1,2%,.,4%,-3%,1,0%,-4%,-16%
CNC[C@H]1Oc2c(NS(=O)(=O)c3ccccc3)cccc2C(=O)N([C@H](C)CO)C[C@@H]1C,1,3%,.,0%,8%[57.1 µM],-12,0%,-3%,5%
CC(C)(C)C(=O)Nc1ccc(-c2nnc3n2CCCCC3)cc1,4,2%,-0.4%,-8%,2%,-3,4%,2%,-8%
Cc1cc(F)ccc1NC(=O)c1cc(S(=O)(=O)N2CCOCC2)cn1C,4,-2%,3.8%,-1%,10%[57.1 µM],-3,1%,-2%,-12%
N=c1c(C(=O)NCc2ccccc2)cc2c(=O)n3ccccc3nc2n1Cc1ccco1,-1,-1%,6.0%,0%,11%,-1,0%,-8%,-19%
CCC(O)(CC)C(=O)N(Nc1ccc(C)cc1)c1ccc(C)cc1,4,10%,2.7%,8%,-9%,-3,0%,-2%,-10%
Fc1cc(Br)ccc1COc1ccc(-c2nnco2)cc1,-3,1%,-0.4%,10%,4%,-3,-8%,2%,-28%
Cn1c(=NC(=O)C2CCCCC2)sc2cc([N+](=O)[O-])ccc21,4,1%,0.8%,3%,-8%,1,-2%,0%,-4%
Cc1ccc(C(=O)NCC(c2ccc(F)cc2)N2CCOCC2)s1 (configuration not stated),5,2%,.,-28%,7%,-3,-1%,-3%,-4%
COc1cccc(CNc2ccc3[nH]c(=O)[nH]c3c2)c1OCc1ccccc1F,1,6%,-1.5%,24%,9%,6,-7%,-4%,-24%
O=C(c1ccc(Cl)cc1)N1CCC(N2CCC(C(=O)N3CCOCC3)CC2)CC1,-9,-5%,-1.6%,5%,11%,-13,0%,-3%,-5%
COC(=O)c1cc(S(=O)(=O)N2CCCC2=O)c(Cl)cc1Cl,-3,7%,2.1%,1%,-1%,-4,0%,0%,4%
CCOc1ccc(CCNC(=O)CS(=O)Cc2nc(-c3ccc(C)cc3)oc2C)cc1 (configuration not stated),-6,7%,0.3%,9%,-10%[57.1 µM],-1,8%,-3%,-18%
CCc1ccc(-c2nc(CS(=O)CC(=O)NCCc3ccc(Cl)cc3)c(C)o2)cc1 (configuration not stated),3,-10%,-0.8%,-1%,1%[57.1 µM],-2,-3%,-4%,-13%
O=C(CN1C(=O)c2cccc3cccc1c23)NC1CCCC1,-4,8%,2.2%,5%,12%,10,5%,-1%,-16%
CC(C)(C)C(=O)Nc1ccc(N2CCN(C(=O)c3cccs3)CC2)cc1,-1,-9%,.,-4%,.,-1,-2%,-1%,-20%
O=C(Nc1nnc(C2=COCCO2)o1)c1cccc(C(F)(F)F)c1,5,?,0.0%,3%,-2%,0,2%,-2%,-13%
CCOc1ccc(-n2c(N)c(C(=O)NCc3ccco3)sc2=S)cc1,5,-6%,2.3%,7%,-10%[57.1 µM],-7,1%,-5%,-7%
CCc1ccc(NC(=O)CCCc2nnc3n(C(C)CC)c(=O)c4sccc4n23)cc1 (configuration not stated),5,-6%,2.8%,3%,9%,-4,-9%,2%,-7%
CCOc1ccc2[nH]c(=O)c(CN(Cc3cccnc3)C(=O)Nc3ccccc3OC)cc2c1,5,5%,2.3%,0%,9%[57.1 µM],-7,-1%,-1%,10%
CCN1CCN(S(=O)(=O)c2ccc(Cl)c(C(=O)Nc3ccccc3N3CCCCC3)c2)CC1,1,0%,-0.1%,6%,3%[57.1 µM],7,0%,-2%,-21%
O=C(CN1C(=O)c2ccc([N+](=O)[O-])cc2C1=O)NC1CCS(=O)(=O)C1 (configuration not stated),2,-13%,-0.2%,4%,-4%,1,6%,-6%,-7%
COc1ccc(Oc2cccc(Cl)c2CNC(=O)CCCC(=O)O)cc1,-1,1%,-0.3%,2%,-3%,1,2%,0%,5%
COc1ccc2cc(-c3nc(Cl)c4c5c(sc4n3)CCCC5)c(=O)oc2c1,1,-29%,5.0%,0%,31%[activator],-10,-8%,-1%,?
CC1CCN(C(=O)c2ccc(NC(=O)C3CCCO3)cc2)CC1 (configuration not stated),1,4%,1.4%,-3%,11%[57.1 µM],-4,1%,2%,-5%
O=C(NC1=NCCS1)c1cc(-c2ccccc2)nn1-c1ccccc1,-1,5%,-0.1%,6%,7%,-2,1%,-1%,-13%

# Looked up above.
# Entry of `CCOc1ccc(CCNC(=O)CS(=O)Cc2nc(-c3ccc(C)cc3)oc2C)cc1` (configuration not stated) under LDHA inh: -1
# Entry of `CCN1CCN(S(=O)(=O)c2ccc(Cl)c(C(=O)Nc3ccccc3N3CCCCC3)c2)CC1` under PI4K2A block: 1
# Entry of `O=C(CN1C(=O)c2ccc([N+](=O)[O-])cc2C1=O)NC1CCS(=O)(=O)C1` (configuration not stated) under TrxR1 substrate: -4%

# Screening data (PubChem BioAssay)
